rCAG binder: binds r(CAG) RNA repeats; inhibition, % at 3 µM; r(CAG) RNA repeat, TO-PRO-1 dye displacement fluorescence; AID 651821; hit rate 1.3% among 370,000;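 active = inhibition above the plate cutoff, the mean of all test compounds on that plate plus 3 SD, cut at about 35% in these data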;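 note: 0% = DMSO alone and 100% = 100 µM mitoxantrone as full dye displacement; higher means more dye released from RNA so lower well fluorescence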
ARFGAP1 inhibitor: inhibitors of rat ARFGAP1 | Arfgap1-stimulated ARF1 GTP hydrolysis, GDP FP detection | inhibition, % at 16.5 µM | hit rate 0.26% among 360,000;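 active = inhibition above a per-plate limit, mean inhibition of low control wells plus 3 SD, cut at about 25% in these data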;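 note: 0% = DMSO wells with enzyme and 100% = wells lacking Arfgap1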
Target sequence (Q62848 1-136 limits assumed): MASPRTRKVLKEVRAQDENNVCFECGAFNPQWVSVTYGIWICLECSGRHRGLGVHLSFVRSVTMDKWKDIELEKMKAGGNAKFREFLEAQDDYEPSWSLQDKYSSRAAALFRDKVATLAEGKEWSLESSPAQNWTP
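system = rat Arfgap1 catalytic domain, aa 1-136 | technique = FP, GDP Alexa 633 tracer displaced from anti-GDP antibody, 620/688 nm | compound = one concentration, 16.5 µM, DMSO 1.26% | medium = HEPES-based buffer, pH 7.5 | timing = compound-enzyme preincubation 20 min, reaction 120 min, detection 60 min, 25 °C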
ASAP1 inh: ASAP1 ArfGAP inhibition | hit rate 0.19% among 360,000 | inhibition, % at 16.5 µM | Q9ULH1 | ASAP1-stimulated ARF1 GTP hydrolysis, GDP FP detection | AID 624377; in the data active = inhibition above about 25%;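 note: 0% = vehicle with enzyme and substrate and 100% = no enzyme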
sPLA2-III inh: Inhibits HGIII-sPLA2 liposome hydrolysis, primary screen. Q9NZ20. QFRET BODIPY PC-A2 liposome hydrolysis, fluorescence. inhibition, % at 12.2 µM. hit rate 0.56% among 370,000. AID 743126;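 active = inhibition above mean plus 3 SD of compounds lying within the high and low control bounds, cut at about 19% in these data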;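 note: 0% = median of test compound wells and 100% = no enzyme DMSO wells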
GC-B act: GC-B (human) receptor activation; P20594; HEK293-GC-B cells, CNP EC30, cGMP TR-FRET; 0% at EC30 CNP, 100% saturating CNP; activation, % at 10 µM; hit rate 0.11% among 370,000; AID 1920062;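 active = activation at 10 µM reaching about 35% in either raw or pattern-adjusted values, limit read from the data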
proKLK7 act: activators of human kallikrein-7 zymogen; P49862; purified proKLK7, EDANS-DABCYL substrate fluorescence; 100% is mature enzyme control, 0% vehicle; activation, % at 7 µM; hit rate 0.9% among 370,000; AID 652039;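 active = activation above the mean of all tested compounds plus 3 SD, computed per campaign excluding outliers beyond control limits, cut at about 13% in these data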
Target sequence (P49862 whole entry, looked up): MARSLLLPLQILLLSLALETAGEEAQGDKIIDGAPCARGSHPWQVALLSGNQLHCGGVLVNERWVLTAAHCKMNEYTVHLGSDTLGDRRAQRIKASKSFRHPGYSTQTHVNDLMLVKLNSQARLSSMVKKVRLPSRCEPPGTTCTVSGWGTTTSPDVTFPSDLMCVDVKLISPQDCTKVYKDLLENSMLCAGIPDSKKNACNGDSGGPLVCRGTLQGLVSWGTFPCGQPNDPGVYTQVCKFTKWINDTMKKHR
NPR1 activator: GC-A (human) enzyme activation | P16066 | HEK293 GC-A cells, cGMP TR-FRET, EC30 ANP; 0% at EC30 ANP, 100% saturating ANP | activation, % at 10 µM | hit rate 0.14% among 370,000 | AID 1671463; in the data active = activation above about 40%
DDE Tn6 FP inh: inhibitors of Tn6 peptide binding to human fibrin DD(E) | P02675 | Fibrin DD(E) TRITC-Tn6 fluorescence polarization displacement | inhibition, % at 8.3 µM | hit rate 0.21% among 370,000;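 active = inhibition above a per-campaign cutoff: mean of compounds within control limits plus 3 SD, cut at about 15% in these data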;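 note: 0% = median of all compound wells on the plate and 100% = blocking peptide control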
GAA850 FXN act: frataxin GAA850 promoter activation | hit rate 0.56% among 360,000 | HEK293 lucGAA850 FXN promoter luciferase reporter, 24 h; percent of 10 µM SAHA response | activation, % at 6 µM | AID 540364;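 active = activation above the average of all compounds screened plus 3 SD, cutoff fixed separately per campaign, cut at about 7.5% in these data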;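 note: 0% = DMSO wells and 100% = 10 µM SAHA wells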
ADAM10 inh: inhibits human ADAM10 | hit rate 0.62% among 370,000 | O14672 | AID 720582 | inhibition, % at 7 µM | recombinant ADAM10, EDANS/DABCYL FRET peptide cleavage, 3 h;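 active = inhibition above a per-campaign cutoff equal to the mean of compounds falling between control-based bounds plus 3 SD, cut at about 20% in these data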;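 note: 0% = DMSO wells while the 100% control is not disclosed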
Target sequence (O14672 214-748 limits assumed): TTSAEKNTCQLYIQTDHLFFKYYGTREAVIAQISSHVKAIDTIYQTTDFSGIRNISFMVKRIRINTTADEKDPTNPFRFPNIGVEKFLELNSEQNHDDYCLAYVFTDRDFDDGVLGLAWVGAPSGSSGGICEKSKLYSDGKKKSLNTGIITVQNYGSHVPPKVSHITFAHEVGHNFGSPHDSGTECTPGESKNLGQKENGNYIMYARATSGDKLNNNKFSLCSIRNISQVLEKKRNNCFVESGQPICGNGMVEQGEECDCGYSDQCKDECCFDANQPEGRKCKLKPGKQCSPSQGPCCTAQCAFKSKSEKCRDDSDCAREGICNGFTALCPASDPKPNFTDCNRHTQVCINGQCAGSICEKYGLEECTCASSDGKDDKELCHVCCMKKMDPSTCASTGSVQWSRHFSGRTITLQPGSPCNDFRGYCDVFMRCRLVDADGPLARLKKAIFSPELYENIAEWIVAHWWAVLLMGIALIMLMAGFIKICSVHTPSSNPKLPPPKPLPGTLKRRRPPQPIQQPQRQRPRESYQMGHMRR
Numbers without * were called inactive.

Results for CCCOc1ccc(C(=O)NNC(=S)NC(=O)c2ccccc2[N+](=O)[O-])cc1 ?
rCAG binder: 36*; ARFGAP1 inhibitor: -5; ASAP1 inh: 9; sPLA2-III inh: 21*; GC-B act: 6; proKLK7 act: -0.5; NPR1 activator: 0; DDE Tn6 FP inh: -7; GAA850 FXN act: -1.5; ADAM10 inh: 7

How did Cc1ccc(CN2CCN(/N=C/c3ccc(C(=O)O)cc3)CC2)cc1 do in these assays?
rCAG binder: 7; ARFGAP1 inhibitor: -2; ASAP1 inh: -9; sPLA2-III inh: 0; GC-B act: 3; proKLK7 act: -0.2; NPR1 activator: 1; DDE Tn6 FP inh: 3; GAA850 FXN act: -0.7; ADAM10 inh: 5

What do the screens show for `O=C(COc1ccccc1)c1cn(CC(=O)N2CCCC2)c2ccccc12`?
rCAG binder: -2; ARFGAP1 inhibitor: -1; ASAP1 inh: 8; sPLA2-III inh: -2; GC-B act: 1; proKLK7 act: -0.2; NPR1 activator: -2; DDE Tn6 FP inh: -1; GAA850 FXN act: 0.3; ADAM10 inh: 7

What do the screens show for `CS(=O)(=O)N1CCN(c2nc(-c3ccc(F)cc3)cs2)CC1`?
rCAG binder: 1; ARFGAP1 inhibitor: -5; ASAP1 inh: -3; sPLA2-III inh: -1; GC-B act: 1; proKLK7 act: 0.6; NPR1 activator: 3; DDE Tn6 FP inh: -2; GAA850 FXN act: 1.0; ADAM10 inh: 3

What do the screens show for `Cc1cccc(CSCc2nnc(N)s2)c1`?
rCAG binder: -1; ARFGAP1 inhibitor: -2; ASAP1 inh: -3; sPLA2-III inh: 2; GC-B act: 0; proKLK7 act: -0.7; NPR1 activator: 0; DDE Tn6 FP inh: 6; GAA850 FXN act: 1.4; ADAM10 inh: -4

What do the screens show for `COc1cccc(-c2nc(Cl)nc3cc(Cl)ccc23)c1`?
rCAG binder: 2; ARFGAP1 inhibitor: -4; ASAP1 inh: -13; sPLA2-III inh: 0; GC-B act: 4; proKLK7 act: -0.9; NPR1 activator: 11; DDE Tn6 FP inh: -2; ADAM10 inh: 5

Results for COc1ccc(N=Cc2c[nH][nH]c2=O)cc1 ?
rCAG binder: -1; ARFGAP1 inhibitor: 1; ASAP1 inh: 19; sPLA2-III inh: 9; GC-B act: -3; proKLK7 act: -0.1; NPR1 activator: 4; DDE Tn6 FP inh: 6; GAA850 FXN act: -1.9; ADAM10 inh: 2

How did O=C1CCS/C(=N\N=C\c2ccc(Cl)cc2Cl)N1 do in these assays?
rCAG binder: 1; ARFGAP1 inhibitor: 1; ASAP1 inh: -4; sPLA2-III inh: 14; GC-B act: -5; proKLK7 act: 0.8; NPR1 activator: 56*; DDE Tn6 FP inh: 4; GAA850 FXN act: 0.9; ADAM10 inh: -4

What do the screens show for `CC(=O)Nc1ccc(NC(=O)CCC(=O)OCC(=O)c2ccc(F)cc2)cc1`?
rCAG binder: 0; ARFGAP1 inhibitor: -3; ASAP1 inh: 0; sPLA2-III inh: 2; GC-B act: 1; proKLK7 act: -0.1; NPR1 activator: 1; DDE Tn6 FP inh: 4; GAA850 FXN act: 1.6; ADAM10 inh: 0

Results for CCOc1ccc(NC(=O)N(C2CCCCC2)C2CCN(C(C)=O)CC2)cc1 ?
rCAG binder: -1; ARFGAP1 inhibitor: 14; ASAP1 inh: -5; sPLA2-III inh: 5; GC-B act: -3; proKLK7 act: 0.0; NPR1 activator: -4; DDE Tn6 FP inh: -5; GAA850 FXN act: 1.9; ADAM10 inh: -6

How did CC1(C(=O)NS(=O)(=O)Cc2cccc(Cl)c2)CCN1C(=O)CCc1ccccc1 (stereo not drawn) do in these assays?
rCAG binder: 21; ARFGAP1 inhibitor: -3; ASAP1 inh: -16; sPLA2-III inh: -7; GC-B act: 1; proKLK7 act: 0.3; NPR1 activator: 0; DDE Tn6 FP inh: 1; GAA850 FXN act: 0.3; ADAM10 inh: -2

How did COC(=O)c1ccc(OCc2nn[nH]n2)cc1 do in these assays?
rCAG binder: -1; ARFGAP1 inhibitor: 0; ASAP1 inh: -4; sPLA2-III inh: 5; GC-B act: 3; proKLK7 act: 0.1; NPR1 activator: 6; DDE Tn6 FP inh: -2; GAA850 FXN act: 1.7; ADAM10 inh: 9

What do the screens show for `Cc1cc(OCC(=O)Nc2ccc(OCc3ccccc3)cc2)nc(C(C)C)n1`?
rCAG binder: -4; ARFGAP1 inhibitor: 15; ASAP1 inh: -2; sPLA2-III inh: -8; GC-B act: 3; proKLK7 act: 0.6; NPR1 activator: -1; DDE Tn6 FP inh: 8; GAA850 FXN act: -2.0; ADAM10 inh: 5

Results for Cc1ccc(N(C(=O)c2ccco2)C2C=CS(=O)(=O)C2)cc1 (stereo not drawn) ?
rCAG binder: -2; ARFGAP1 inhibitor: 8; ASAP1 inh: 0; sPLA2-III inh: 4; GC-B act: -2; proKLK7 act: -0.5; NPR1 activator: 6; DDE Tn6 FP inh: 2; GAA850 FXN act: -0.8; ADAM10 inh: 3

How did CN(Cc1ccccc1)c1nc(CN2CCOCC2)nc2scc(-c3ccccc3)c12 do in these assays?
rCAG binder: 3; ARFGAP1 inhibitor: -6; ASAP1 inh: 13; sPLA2-III inh: -8; GC-B act: -16; proKLK7 act: -0.5; NPR1 activator: -20; DDE Tn6 FP inh: 6; GAA850 FXN act: 3.9; ADAM10 inh: 5

What do the screens show for `COc1ccccc1CSc1nc2ccccc2[nH]1`?
rCAG binder: 1; ARFGAP1 inhibitor: -2; ASAP1 inh: -6; sPLA2-III inh: -21; GC-B act: -7; proKLK7 act: -0.7; NPR1 activator: 2; DDE Tn6 FP inh: -1; GAA850 FXN act: 3.8; ADAM10 inh: 0

What do the screens show for `N#Cc1c(SCC(=O)Nc2ccc(C(F)(F)F)cc2)sc2c(O)cc(=O)[nH]c12`?
rCAG binder: 53*; ARFGAP1 inhibitor: 5; ASAP1 inh: 1; sPLA2-III inh: 5; GC-B act: -2; proKLK7 act: -0.7; NPR1 activator: -2; DDE Tn6 FP inh: -3; GAA850 FXN act: -1.9; ADAM10 inh: -3

How did O=C(COC(=O)Cn1[nH]c(=O)c2ccccc2c1=O)NNC(=O)c1ccc(Br)cc1 do in these assays?
rCAG binder: 3; ARFGAP1 inhibitor: -4; ASAP1 inh: 3; sPLA2-III inh: -12; GC-B act: -3; proKLK7 act: 0.3; NPR1 activator: -3; DDE Tn6 FP inh: 6; GAA850 FXN act: -0.3; ADAM10 inh: -7

How did Cn1c(Cc2ccccc2)nnc1SCC(=O)N1CCCCC1 do in these assays?
rCAG binder: -1; ARFGAP1 inhibitor: 7; ASAP1 inh: -9; sPLA2-III inh: -4; GC-B act: 2; proKLK7 act: 0.4; NPR1 activator: -3; DDE Tn6 FP inh: 1; GAA850 FXN act: -1.3; ADAM10 inh: -2

Results for COc1ccc(CSc2nnnn2C)cc1[N+](=O)[O-] ?
rCAG binder: -3; ARFGAP1 inhibitor: -10; ASAP1 inh: -1; sPLA2-III inh: -1; GC-B act: 0; proKLK7 act: 0.3; NPR1 activator: 2; DDE Tn6 FP inh: 4; GAA850 FXN act: 2.7; ADAM10 inh: -9

What do the screens show for `Cc1ccc([C@@H]2[C@@H]3C(=O)N(C)C(=O)[C@@H]3[C@]3(C)C(=O)N(CCO)CC(=O)N23)o1`?
rCAG binder: 0; ARFGAP1 inhibitor: 3; ASAP1 inh: 7; sPLA2-III inh: -3; GC-B act: 4; proKLK7 act: -0.8; NPR1 activator: 2; DDE Tn6 FP inh: 2; GAA850 FXN act: -0.7; ADAM10 inh: -9

What do the screens show for `COc1cc(NC(=S)N2CCC(C(O)(c3ccccc3)c3ccccc3)CC2)cc(OC)c1`?
rCAG binder: 3; ARFGAP1 inhibitor: -1; ASAP1 inh: 8; sPLA2-III inh: -10; GC-B act: -4; proKLK7 act: 0.1; NPR1 activator: -10; DDE Tn6 FP inh: -3; GAA850 FXN act: 0.2; ADAM10 inh: 6

How did CCOc1cc(/C=N/n2cnnc2)c(Br)cc1O do in these assays?
rCAG binder: 0; ARFGAP1 inhibitor: 10; ASAP1 inh: 14; sPLA2-III inh: 0; GC-B act: -2; proKLK7 act: -0.4; NPR1 activator: -3; DDE Tn6 FP inh: -5; GAA850 FXN act: 0.4; ADAM10 inh: -15

What do the screens show for `COc1ccc(/C=N/n2c(-c3cc(C)[nH]n3)n[nH]c2=S)cc1`?
rCAG binder: 1; ARFGAP1 inhibitor: 6; ASAP1 inh: 3; sPLA2-III inh: -1; GC-B act: 2; proKLK7 act: 0.3; NPR1 activator: -2; DDE Tn6 FP inh: 3; GAA850 FXN act: -0.3; ADAM10 inh: 0

How did Cc1ccc(Sc2cc(Cl)nc(N)n2)cc1 do in these assays?
rCAG binder: 8; ARFGAP1 inhibitor: 4; ASAP1 inh: 3; sPLA2-III inh: 4; GC-B act: 4; proKLK7 act: 0.0; NPR1 activator: 2; DDE Tn6 FP inh: -4; GAA850 FXN act: 5.9; ADAM10 inh: -7

How did CSc1ccc(S(=O)(=O)N(CC(=O)NN=C2CCN(C)CC2)c2ccc(C)cc2)cc1 do in these assays?
rCAG binder: 6; ARFGAP1 inhibitor: -2; ASAP1 inh: -1; sPLA2-III inh: -7; GC-B act: -1; proKLK7 act: -0.3; NPR1 activator: 2; DDE Tn6 FP inh: -1; GAA850 FXN act: 0.5; ADAM10 inh: 9

What do the screens show for `CCC1=Nc2cc(C(=O)NCCCN3CCN(C)CC3)ccc2Sc2ccccc21`?
rCAG binder: -11; ARFGAP1 inhibitor: -6; ASAP1 inh: 14; sPLA2-III inh: -1; GC-B act: -1; proKLK7 act: -0.6; NPR1 activator: -1; DDE Tn6 FP inh: -3; GAA850 FXN act: 1.1; ADAM10 inh: -12

How did Cc1noc(C)c1S(=O)(=O)NC(=O)C1(C)CCN1C(=O)Cc1ccc(-c2ccccc2)cc1 (stereo not drawn) do in these assays?
rCAG binder: 25; ARFGAP1 inhibitor: 6; ASAP1 inh: 9; sPLA2-III inh: -4; GC-B act: -3; proKLK7 act: -0.2; NPR1 activator: 5; DDE Tn6 FP inh: -8; GAA850 FXN act: 0.1; ADAM10 inh: 1

How did COc1ccc(CNC(=O)CN=C2NC(=O)C(c3ccccc3)(c3ccccc3)N2)cc1 do in these assays?
rCAG binder: 7; ARFGAP1 inhibitor: 8; ASAP1 inh: -1; sPLA2-III inh: 0; GC-B act: -1; proKLK7 act: 0.5; NPR1 activator: 3; DDE Tn6 FP inh: 1; GAA850 FXN act: 0.4; ADAM10 inh: 3

How did O=C(Nc1c(C(=O)Nc2cccc3ccccc23)cnn1-c1ccccc1)c1ccco1 do in these assays?
rCAG binder: 64*; ARFGAP1 inhibitor: 5; ASAP1 inh: 14; sPLA2-III inh: -59; GC-B act: 3; proKLK7 act: -0.1; NPR1 activator: -1; DDE Tn6 FP inh: 2; GAA850 FXN act: -0.6; ADAM10 inh: 8

Bioassay records as filed in PubChem.
